# KOR beta-arrestin-1: KOR agonists, beta-arrestin recruitment, primary screen, cell-based, luminescence, uHTS (AID 1777) | activation, % at 10 µM; hits with a dose series show EC50 in µM | KOR beta-arrestin recruitment, luminescence; higher % means a stronger effect | 0.02% of 280,000 active | Kappa-type opioid receptor (Homo sapiens); in the data active = activation above about 50%, passing the limit was not always enough; also: a part of the inactive calls stands beside numbers as strong as those of hits
# KOR beta-arrestin-2: KOR antagonists, beta-arrestin recruitment, cell-based, luminescence, uHTS (AID 1778) | Kappa-type opioid receptor (Homo sapiens) | KOR beta-arrestin recruitment, luminescence, antagonist mode; higher % means a stronger effect | inhibition, % at 10 µM, or IC50 in µM where a hit was titrated | 0.091% of 290,000 active; also: strong numbers were not always called active
# TNAP activation fold: human TNAP enzyme activators, primary screen, biochemical, luminescent, no phosphate acceptor, uHTS (AID 1001) | purified TNAP, luminescent activation assay, no phosphate acceptor; higher activation fold means a stronger effect | 0.03% of 200,000 active | activation fold at 20 µM, or EC50 in µM where a hit was titrated; in the data active = activation fold from about 3, or a potency from the dose series; inactive = the rest, 99 in 100 with activation fold below about 1.6; also: many of its hits are not listed in these tables
# XIAP antagonists: XIAP antagonists, biochemical, IAP family, fluorescence polarization (AID 1018); one-dose displacement, % at 20 µM; IC50 in µM for titrated hits; XIAP BIR domain, fluorescence polarization peptide displacement; higher % means a stronger effect; 0.007% of 200,000 active; in the data active = displacement above about 50%; also: a part of the inactive calls stands beside numbers as strong as those of hits
# NOD2 inhibition: NOD2 signaling inhibitors, cell-based, luminescence, uHTS, HEK293 (AID 1566) | HEK293 NOD2/NF-kB luciferase reporter, luminescence; higher % means a stronger effect | inhibition, % at 4 µM, or EC50 in µM where a hit was titrated | 0.63% of 290,000 active; also: many of its hits are not listed in these tables
# PMI inhibition: human PMI inhibitors, high substrate, primary screen, biochemical, fluorescence intensity, high mannose 6-phosphate (AID 1220) | recombinant PMI enzyme, coupled fluorescence intensity; higher % means a stronger effect | 0.66% of 190,000 active | inhibition, % at 20 µM, or IC50 in µM where a hit was titrated
# human PMI inhibition: inhibitors of human PMI, primary screen, biochemical, fluorescence intensity, coupled assay (AID 1209); purified PMI enzyme, coupled fluorescence intensity; higher % means a stronger effect; 0.42% of 190,000 active; inhibition, % at 20 µM; hits with a dose series show IC50 in µM;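 also: plate controls were DMSO vehicle for no effect and wells lacking substrate for full effect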
# LYP inhibition: inhibitors of LYP phosphatase, biochemical, fluorescence intensity, uHTS (AID 1779); recombinant LYP phosphatase, fluorescence intensity; higher % means a stronger effect; inhibition, % at 11.5 µM; hits with a dose series show IC50 in µM; 0.054% of 290,000 active;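 also: plate controls were vehicle with enzyme for no effect and no enzyme for full effect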
# NOD1 inhibition: NOD1 signaling inhibitors, primary screen, cell-based, luminescence, uHTS (AID 1578); NOD1-driven NF-kB luciferase reporter cells, luminescence; higher % means a stronger effect; inhibition, % at 4 µM; hits with a dose series show EC50 in µM; 1% of 290,000 active; in the data active = inhibition mostly above about 36%, no sharp cut-off; inactive = mostly below about 34%;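 also: HEK-293T reporter cells stimulated with the NOD1 agonist gamma-tri-DAP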
# * marks the source's active call; other numbers are inactive results; / = no result given; [ ] = remark or other dose. Rule as the data show it, unless noted: active = inhibition above about 50%; inactive = the rest. An excerpt, so the mix of outcomes need not match the whole.
SMILES,KOR beta-arrestin-1,KOR beta-arrestin-2,TNAP activation fold,XIAP antagonists,NOD2 inhibition,PMI inhibition,human PMI inhibition,LYP inhibition,NOD1 inhibition
CCCCc1nc(Cl)c(C#N)c2c1CSC(C)(C)C2,-2.3%,-10%,1,-2.2%,14%,13%,13%,-4%,-12%
CCOc1ccc(C(=O)NCc2cccnc2)cc1[N+](=O)[O-],4.4%,-23%,1.1,-5.4%,-2%,-8%,-9%,5%,-32%
CC(C)CNC(=O)C(=O)NCc1ccccn1,-5.8%,20%,1.1,-3.3%,13%,-7%,-9%,-6%,-22%
Cc1ccc(CCNC(=O)C2CCN(S(=O)(=O)c3ccc4c(c3)NC(=O)CO4)CC2)cc1,1.5%,-7%,/,/,4%,/,/,-6%,-11%
Cc1ccc(NC(=O)c2oc3ccc(S(=O)(=O)N4CCC5(CC4)OCCO5)cc3c2C)cc1C,1.3%,31%,1.1,-1.2%,15%,8%,9%,1%,19%
CCNc1nc(NCC)n2c(SCC(=O)NCC3CCCCC3)nnc2n1,-5.5%,15%,1.1,-2.0%,3%,0%,6%,-8%,5%
C=CCNc1nc2ccccc2nc1NS(=O)(=O)c1cccs1,14%,-54%,1.1,-5.8%,2%,-13%,-2%,-7%,18%
O=C(NC(Cc1ccccc1)c1ccc2c(c1)OCCCO2)c1ccccc1 (stereo not given),/,11%,1.1,-9.2%,-5%,10%,15%,-9%,0%
COc1ccc(CN(CC(=O)NCc2ccc3c(c2)OCO3)C(=O)c2csnn2)cc1,1.0%,-49%,/,/,-2%,/,/,-10%,-6%
O=C1CCC([N+](=O)[O-])C(c2ccc(Cl)cc2Cl)N1 (stereo not given),-6.6%,-2%,1.2,1.2%,14%,0%,-3%,-6%,1%

# Another view of 2 compounds above:
KOR beta-arrestin-1 | KOR beta-arrestin-2 | TNAP activation fold | XIAP antagonists | NOD2 inhibition | PMI inhibition | human PMI inhibition | LYP inhibition | NOD1 inhibition | Molecule
-5.8% | 20% | 1.1 | -3.3% | 13% | -7% | -9% | -6% | -22% | CC(C)CNC(=O)C(=O)NCc1ccccn1
-2.3% | -10% | 1 | -2.2% | 14% | 13% | 13% | -4% | -12% | CCCCc1nc(Cl)c(C#N)c2c1CSC(C)(C)C2

# Next entries.
SMILES,KOR beta-arrestin-1,KOR beta-arrestin-2,TNAP activation fold,XIAP antagonists,NOD2 inhibition,PMI inhibition,human PMI inhibition,LYP inhibition,NOD1 inhibition
c1cc2c(cc1Cn1cnnn1)OCO2,-5.2%,-21%,1.1,-3.5%,14%,-6%,-14%,-8%,31%
COc1ccc(C(=O)NNC(=S)NC(=O)c2ccccc2)cc1,-6.4%,8%,/,/,28%,/,/,-4%,8%
CCn1ncc(Cl)c1C(=O)NC(=S)Nc1c(C)cc(C)cc1[N+](=O)[O-],-0.4%,26%,1,-1.1%,0%,2%,7%,2%,-12%
CCN(CC)c1ccc2cc(-c3nnc(-c4ccccc4)o3)c(=O)oc2c1,-3.6%,10%,1.1,-6.9%,-77%,22%,10%,-10%,-43%
O=C(NCc1ccco1)c1cc2cc3ccc(Cl)cc3nc2o1,4.2%,-79%,1.1,-7.1%,-13%,-10%,-3%,-2%,-24%
Nc1c(C(=O)O)sc2nc(-c3ccccc3)cc(-c3ccccc3)c12,4.6%,-20%,/,/,7%,/,/,2%,-10%
COc1cc(CN2CCCCCC2)cc([N+](=O)[O-])c1O,1.8%,-10%[20 µM],/,/,-9%,/,/,-8%,-22%
Cc1ccc(S(=O)(=O)N(CC(=O)NCC2CCCO2)c2cccc([N+](=O)[O-])c2)cc1 (stereo not given),-1.8%,-9%,1,-4.4%,9%,10%,6%,-4%,-30%
CC1CC(C)CN(C(=O)C2CC(=O)N(c3ccc(F)cc3)C2)C1 (stereo not given),-3.4%,-18%,/,/,-2%,/,/,-2%,-34%
COc1cc(OC)cc(C(=O)/C=C2\Sc3ccccc3N2C)c1,3.3%,-20%,1.1,-5.3%,-71%,-9%,3%,6%,-53%
COc1ccc(/C(=N\Nc2ccccc2C(=O)O)c2ccccc2)cc1,-5.7%,-15%,1,-0.8%,-45%,-117%,-59%,4%,-52%
CCn1c(O)c(C=NC2CCCC2)sc1=S,3.0%,24%,1.1,-4.9%,3%,0%,0%,-5%,5%
O=C(Nc1ccc(-c2nc3ncccc3o2)cc1)c1ccc(Br)o1,-0.2%,-12%,1,-6.9%,-37%,-10%,-12%,6%,-41%
CCN1CCN(S(=O)(=O)c2cc(C(=O)O)ccc2Cl)CC1,4.3%,18%,/,/,2%,/,/,-6%,1%
COC(=O)C(/C=N/OCc1ccc([N+](=O)[O-])cc1)NC(=O)c1cccc(Cl)c1 (stereo not given),-1.9%,-8%,1.1,-1.1%,8%,0%,8%,-2%,13%
Cc1cc(=S)cc(C)n1CCCn1ccnc1,19%,-1%,1,-0.3%,-4%,-76%,-56%,1%,-13%
O=C(NCc1ccccc1)C1c2ccccc2Oc2ccccc21,-1.0%,8%,1.2,-2.0%,3%,-3%,-3%,-8%,-18%
CCOc1ccc(NC(=O)c2cc(=O)[nH]c3ccccc23)cc1,-5.5%,-17%,/,/,-1%,/,/,-4%,-22%
c1ccc2c(c1)OCCOCCOCCOCCOCCOc1ccccc1OCCOCCOCCO2,-0.7%,-38%,1.1,-26%,12%,-5%,-11%,-5%,-11%
CN1C[C@@H]2C[C@@H](c3cccn3-c3nccs3)N3CCC[C@@]23C1=O,-5.5%,-1%,1.1,1.3%,0%,5%,3%,-4%,6%
COc1ccc(C(=O)CCC(=O)Nc2cccc(Cl)c2)cc1,-3.8%,-1%,1,-0.7%,2%,9%,7%,-4%,-28%
N#CC(C#N)=Cc1cn(-c2ncc(C(F)(F)F)cc2Cl)c2ccccc12,2.5%,-26%,1.1,1.4%,11%,8%,9%,-8%,7%
COC(=O)CC(N)c1ccc(OC)c2ccccc12 (stereo not given),0.7%,15%,1.1,-9.6%,-2%,-3%,6%,-9%,-23%
CCOC(=O)c1cn(Cc2cccc(Cl)c2)c2cc(C)nn2c1=O,-1.3%,-3%,/,/,4%,/,/,-9%,-15%
Cc1[nH]n2c(=O)c(C#N)c(-c3ccccc3)nc2c1-c1ccccc1,-0.8%,-10%,1,-2.0%,6%,-4%,-1%,3%,-13%
COc1ccccc1CNC(=O)C1CCC(CNS(=O)(=O)c2ccc(NC(C)=O)cc2)CC1 (stereo not given),-7.8%,39%,/,/,-8%,/,/,-8%,0%
O=C(Nc1ccccc1)c1ccc(NC(=O)C2CC2)cc1,-1.9%,0%,/,/,-27%,/,/,-15%,-37%
Cc1cccc(C)c1NC(=O)COC(=O)c1ccc([N+](=O)[O-])o1,-3.6%,5%,1.1,-2.0%,-10%,21%,10%,-2%,-25%
O=S(=O)(Nc1cccc(-c2ccc3nncn3n2)c1)c1cccs1,0.0%,2%,1.1,-2.4%,8%,-5%,-8%,-6%,-16%
CCSc1ncc(Cl)c(C(=O)Nc2ccccc2F)n1,-6.8%,7%,/,/,3%,/,/,-2%,-35%

# Next part, starting with the last 2 of the part before.
SMILES,KOR beta-arrestin-1,KOR beta-arrestin-2,TNAP activation fold,XIAP antagonists,NOD2 inhibition,PMI inhibition,human PMI inhibition,LYP inhibition,NOD1 inhibition
O=S(=O)(Nc1cccc(-c2ccc3nncn3n2)c1)c1cccs1,0.0%,2%,1.1,-2.4%,8%,-5%,-8%,-6%,-16%
CCSc1ncc(Cl)c(C(=O)Nc2ccccc2F)n1,-6.8%,7%,/,/,3%,/,/,-2%,-35%
Cc1onc(-c2ccccc2Cl)c1C(=O)Nc1nc2c(s1)CCCC2,3.7%,-15%,1,-5.1%,-77%,-6%,-7%,-4%,-10%
COc1cc(NC(=O)CCN2CCOCC2)cc(OC)c1,-9.4%,1%[20 µM],/,/,9%,/,/,-6%,-24%
COc1ccc(/C(N)=N/OC(=O)COc2ccccc2Cl)cc1,3.5%,-22%,1,14%,-58%,6%,8%,-8%,-19%
O=C(Nc1nnc(SCc2ccccn2)s1)C1CC(=O)N(c2ccc(F)cc2)C1 (stereo not given),-3.0%,31%,/,/,-1%,/,/,-7%,-34%
CSc1ccc(CCNC(=O)CS(=O)(=O)Cc2nc(-c3ccccc3F)oc2C)cc1,2.0%,-30%,/,/,18%,/,/,-12%,28%
COc1ccc(CCNC(=O)COC(=O)C2CC2)cc1,-5.7%,26%,1.1,-5.2%,4%,-4%,-5%,-5%,-33%
COc1ccc(NC(=S)NC(=O)/C=C/c2ccc(F)cc2)cc1,-4.7%,5%,/,/,5%,/,/,-3%,-12%
COC(=O)c1csc(S(=O)(=O)N2CCCCC2)c1OC,0.1%,35%,/,/,11%,/,/,-9%,3%
Cc1ccc(N2CCN(CC(=O)Nc3c(C(=O)C4CC4)oc4ccccc34)CC2)cc1,4.2%,-34%,0.9,-8.9%,-1%,-15%,-11%,-2%,13%
CCCN(c1ccc(C)cc1)c1nc(=O)c2cccnc2s1,6.4%,15%,/,/,3%,/,/,-3%,-11%
Cc1cccc(NC(=O)c2sc(NC(=O)c3ccco3)c(C#N)c2C)c1C,1.6%,-17%,1.1,-6.7%,12%,8%,8%,-9%,-9%
Cc1ccc(OCCCn2ccnc2)c([N+](=O)[O-])c1,6.1%,-25%,0.8,8.7%,13%,4%,-3%,-5%,-15%
CC(=O)c1nc(N2C(=O)CC(Cc3cccc(C)c3)C2=O)sc1C (stereo not given),-1.4%,-14%,1.1,-3.2%,8%,-7%,-4%,-8%,18%
Cc1[nH]c2ccccc2c1C(=O)CSC(=S)N(C)C,5.3%,33%,1,0.6%,-30%,1%,6%,-8%,-13%
COc1cc(N)c(C(O)c2nccc3cc(OC)c(OC)cc23)cc1OC (stereo not given),2.1%,-48%[20 µM],/,/,14%,/,/,-8%,21%
CN(C)S(=O)(=O)c1ccc(NC(=O)CN2CCOCC2)cc1,-4.3%,16%,/,/,20%,/,/,-7%,1%
C/C(CC(=O)Nc1cccc(Cl)c1Cl)=N\NC(=O)C(=O)NC1CCCCC1,-2.2%,2%,/,/,-6%,/,/,-8%,-34%
COc1ccc(NC(=O)Nc2ccc(OCC(=O)N3CCOCC3)cc2)cc1OC,-6.5%,10%,1.1,-2.5%,25%,16%,2%,-7%,2%
COC(=O)c1cc(C(=O)Nc2nnc(C3CC3)s2)cc([N+](=O)[O-])c1,-0.8%,12%,1.1,2.2%,8%,-6%,-9%,-2%,7%
Cc1ccc(NC(=O)c2sc(N)nc2-c2ccc([N+](=O)[O-])cc2)c(C)c1,2.1%,38%,/,/,-13%,/,/,-6%,-7%
COc1cc(O)oc1C=Nc1ccc(C(=O)O)cc1,1.5%,-27%,1.1,-5.0%,11%,-9%,-24%,2%,-43%
CCOC(=O)CC(=O)CSc1nc(N)c(C#N)c(-c2ccc(F)cc2)c1C#N,0.3%,12%,1.1,-1.7%,18%,3%,-1%,2%,-6%
O=C(NC1(C(F)(F)F)N=C(c2ccccc2)NC1=O)c1ccccc1 (stereo not given),0.7%,36%,1.1,-4.4%,17%,1%,7%,-6%,3%

# Profiles, looked up by structure. Values in the order: KOR beta-arrestin-1 | KOR beta-arrestin-2 | TNAP activation fold | XIAP antagonists | NOD2 inhibition | PMI inhibition | human PMI inhibition | LYP inhibition | NOD1 inhibition
# Results for COc1ccc(C(=O)CCC(=O)Nc2cccc(Cl)c2)cc1 : -3.8% | -1% | 1 | -0.7% | 2% | 9% | 7% | -4% | -28%
# Results for COc1ccc(C(=O)NNC(=S)NC(=O)c2ccccc2)cc1 : -6.4% | 8% | / | / | 28% | / | / | -4% | 8%
